All columns: NCI-60 one-dose screen, growth in % after 48 h at 10 µM unless noted; 100 = growth as untreated, 0 = no growth, -100 = all killed.
HS 578T: HS 578T breast cancer | 4.1% of 78,000 active | AID 1794788
LOX IMVI: LOX IMVI melanoma; 7.4% of 79,000 active
UACC-257: UACC-257 melanoma. 4.4% of 78,000 active
SK-MEL-28: SK-MEL-28 melanoma | 4.1% of 81,000 active
SK-MEL-5: SK-MEL-5 melanoma. 6.4% of 80,000 active
UACC-62: UACC-62 melanoma; 5.4% of 81,000 active; AID 1794756
SK-MEL-2: SK-MEL-2 melanoma; 4.7% of 77,000 active
MALME-3M: MALME-3M melanoma; 5.8% of 78,000 active
* marks the source's active call; other numbers are inactive results; & = joins results of further samples; ! = not active in a repeat. How the source made its calls: active means growth percent below 10; inactive means the rest.

What do the screens show for `CCN1CCN(c2ccc3c4c(cccc24)C(=O)N(c2cccc(-c4nn(-c5ccccc5)cc4-c4nc5ccccc5s4)c2)C3=O)CC1`?
HS 578T: 93; LOX IMVI: 105; UACC-257: 117; SK-MEL-28: 124; SK-MEL-5: 100; UACC-62: 108; SK-MEL-2: 124; MALME-3M: 94

What do the screens show for `CCCN1C2CCC1/C(=C\c1ccccc1)C1=C2[C@@H](c2ccccc2)C(C#N)=C(N)O1` (some centres not stated)?
HS 578T: 99; LOX IMVI: 89; UACC-257: 96; SK-MEL-28: 91; SK-MEL-5: 97; UACC-62: 76; SK-MEL-2: 91; MALME-3M: 97

Results for CC(C)CSc1nc(-c2ccc(F)cc2)c(C#N)c(N2CCCCC2)n1 ?
HS 578T: 99; LOX IMVI: 93; UACC-257: 100; SK-MEL-28: 94; SK-MEL-5: 94; UACC-62: 82; SK-MEL-2: 85; MALME-3M: 86

Results for CC(=O)NC1C(O[C@H]2CC[C@]3(C)[C@H]4CC=C5[C@@H]6CC(C)(C)CC[C@]6(C(=O)OC6OCC(O)C(O)C6OC6OC(C)C(OC7OC(CO)C(O)C7O)C(OC7OC(CO)C(O)C(O)C7O)C6O)[C@H](O)C[C@@]5(C)[C@]4(C)CC[C@H]3C2(C)C)OC(COC2OCC(O)C(O)C2OC2OCC(O)C(O)C2O)C(O)C1O (some centres not stated) ?
HS 578T: 163; LOX IMVI: 92; UACC-257: 89; SK-MEL-28: 85; SK-MEL-5: 96; UACC-62: 119; SK-MEL-2: 24; MALME-3M: 99

What do the screens show for `COc1ccc(-c2cc(-c3cn(-c4ccccc4)nc3-c3ccc(OCc4ccccc4)cc3)[nH]c(=O)n2)cc1`?
HS 578T: 85; LOX IMVI: 75; UACC-257: 93; SK-MEL-28: 98; SK-MEL-5: 96; UACC-62: 81; SK-MEL-2: 85; MALME-3M: 98

What do the screens show for `CC1CCCc2c1nc1nc(=S)[nH]c(N)c1c2-c1ccc(Cl)cc1` (configuration not stated)?
LOX IMVI: 102; UACC-257: 89; SK-MEL-28: 99; SK-MEL-5: 91; UACC-62: 84; SK-MEL-2: 130; MALME-3M: 121

How did N#Cc1c(-c2cccc3ccccc23)cc(-c2cccc(OCC(=O)O)c2)[nH]c1=O do in these assays?
UACC-257: 98; SK-MEL-28: 102; SK-MEL-5: 100; UACC-62: 91; SK-MEL-2: 115; MALME-3M: 87

How did C/C(=N\N=C\c1cccc([N+](=O)[O-])c1)c1nnn(-c2ccc(Cl)cc2)c1C do in these assays?
HS 578T: 105; LOX IMVI: 100; UACC-257: 103; SK-MEL-28: 103; SK-MEL-5: 101; UACC-62: 92; SK-MEL-2: 110; MALME-3M: 101

Results for Cc1oc(-c2ccc(Cl)cc2)nc1C1=NN(C(=O)c2ccncc2)C(c2ccc(Cl)cc2)C1 (configuration not stated) ?
HS 578T: 65; LOX IMVI: 88; UACC-257: 98; SK-MEL-28: 96; SK-MEL-5: 96; UACC-62: 76; SK-MEL-2: 100; MALME-3M: 88

How did O=C1C(c2nnc(-c3ccccc3)n2-c2ccc([N+](=O)[O-])cc2[N+](=O)[O-])=C(O)c2ccccc21 do in these assays?
HS 578T: 101; LOX IMVI: 100; UACC-257: 107; SK-MEL-28: 108; SK-MEL-5: 100; UACC-62: 95; SK-MEL-2: 107; MALME-3M: 105

Results for CCc1nc2c(=O)[nH]cnc2o1 ?
HS 578T: 102; LOX IMVI: 94; UACC-257: 107; SK-MEL-28: 106; SK-MEL-5: 103; UACC-62: 108; SK-MEL-2: 113; MALME-3M: 83

Results for N#Cc1nc(-c2ccccc2)oc1S(N)(=O)=O ?
HS 578T: 95; LOX IMVI: 11; UACC-257: 78; SK-MEL-28: 69; SK-MEL-5: 76; UACC-62: 67; SK-MEL-2: 85; MALME-3M: 65

What do the screens show for `O=Nc1ccc(NO)c2ccccc12`?
HS 578T: 96&85; LOX IMVI: 17&102; UACC-257: 52&104; SK-MEL-28: 95&113; SK-MEL-5: 81&94; UACC-62: 62&96; SK-MEL-2: 60&103; MALME-3M: 70&118

Results for Cc1nnc2c3nnc(Cc4ccccc4)n3c3ccccc3n12 ?
HS 578T: 97; LOX IMVI: 99; UACC-257: 97; SK-MEL-28: 97; SK-MEL-5: 88; UACC-62: 90; MALME-3M: 108

What do the screens show for `CS(=O)(=O)c1ccc(-c2nc3ccccn3c2C=Nc2ccc(Cl)cc2)cc1`?
HS 578T: 104; LOX IMVI: -59*; UACC-257: 88; SK-MEL-28: 74; SK-MEL-5: 69; UACC-62: 24; SK-MEL-2: 107; MALME-3M: 94

How did CCOc1cccc([N+](=O)[O-])c1 do in these assays?
HS 578T: 95; LOX IMVI: 98; SK-MEL-28: 103; SK-MEL-5: 92; UACC-62: 103; SK-MEL-2: 98; MALME-3M: 110

How did Cc1ccc(S(=O)(=O)Nc2ccc(Cl)cc2)cc1 do in these assays?
HS 578T: 100; LOX IMVI: 95; UACC-257: 105; SK-MEL-28: 97; SK-MEL-5: 106; UACC-62: 77; SK-MEL-2: 135; MALME-3M: 100

How did CCOC(=O)CC(=O)Cc1ccccc1 do in these assays?
HS 578T: 110; LOX IMVI: 96; UACC-257: 106; SK-MEL-28: 100; SK-MEL-5: 101; UACC-62: 101; SK-MEL-2: 119; MALME-3M: 108

Results for O=[N+]([O-])c1ccc(NS(=O)(=O)c2ccccc2)cc1 ?
HS 578T: 91; LOX IMVI: 98; UACC-257: 104; SK-MEL-28: 101; SK-MEL-5: 92; UACC-62: 96; SK-MEL-2: 116; MALME-3M: 99

Results for CC1([C@H]2CC[C@H]3[C@@H]4CC[C@@H]5CC6(CC[C@]5(C)[C@H]4C(=O)C[C@]23C)OCCO6)OCCO1 ?
HS 578T: 106; LOX IMVI: 101; UACC-257: 95; SK-MEL-28: 98; SK-MEL-5: 92; UACC-62: 83; SK-MEL-2: 132; MALME-3M: 103

How did COC(=O)c1cccc([N+](=O)[O-])c1Br do in these assays?
HS 578T: 102; LOX IMVI: 102; UACC-257: 100; SK-MEL-28: 105; SK-MEL-5: 100; UACC-62: 101; SK-MEL-2: 119; MALME-3M: 109

What do the screens show for `CCN(CC)CCCc1ccccc1`?
HS 578T: 98; LOX IMVI: 100; UACC-257: 73; SK-MEL-28: 111; SK-MEL-5: 102; UACC-62: 100; SK-MEL-2: 95; MALME-3M: 105

Results for CC(C)CC(Br)C(=O)NCC(=O)NC(Cc1ccccc1)C(=O)O (configuration not stated) ?
HS 578T: 104; LOX IMVI: 101; SK-MEL-28: 102; SK-MEL-5: 103; UACC-62: 105; SK-MEL-2: 90; MALME-3M: 101

How did Cn1cc(-c2ccc(-c3cn(C)c4ncccc34)[nH]2)c2cccnc21 do in these assays?
HS 578T: 46; LOX IMVI: 22; UACC-257: 65; SK-MEL-28: 85; SK-MEL-5: 9.5*; UACC-62: -4.1*; MALME-3M: 87

Results for Cc1ccc(C(C)C)c(OCC(CC(C)(C(=O)OC2C(O)C(C(C)C)C=CC2(C)C)C(C)C)C2=CC(O)C(C(C)C)CC2)c1 (configuration not stated) ?
HS 578T: 96; LOX IMVI: 97; UACC-257: 93; SK-MEL-28: 102; SK-MEL-5: 100; UACC-62: 95; SK-MEL-2: 100; MALME-3M: 93

What do the screens show for `CCCCCCCCCCCCCCCCNC(=O)Nc1ccc(C)cc1`?
HS 578T: 102; LOX IMVI: 106; UACC-257: 89; SK-MEL-28: 115; SK-MEL-5: 102; SK-MEL-2: 102; MALME-3M: 121

What do the screens show for `Cn1cc(-c2ncnc3ccc(-c4cnc(Cl)c(NS(C)(=O)=O)c4)cc23)c2ccccc21`?
LOX IMVI: 9.9*; UACC-257: 5.5*; SK-MEL-28: 0.4*; SK-MEL-5: -15*; UACC-62: -19*; MALME-3M: -14*

What do the screens show for `NS(=O)(=O)c1cccc(Nc2nc(SCC(=O)c3ccc(F)cc3)nc3ccccc23)c1`?
HS 578T: 7.8*; LOX IMVI: -45*; UACC-257: 14; SK-MEL-28: 27; SK-MEL-5: -29*; UACC-62: -50*; SK-MEL-2: -47*; MALME-3M: 11

How did CCOCCOCCOC(C)Oc1ccc(CCC(C)=O)cc1 (configuration not stated) do in these assays?
HS 578T: 105; LOX IMVI: 101; UACC-257: 92; SK-MEL-28: 115; SK-MEL-5: 106; UACC-62: 103; SK-MEL-2: 98; MALME-3M: 95

How did COC1CC(OC(=O)c2ccc([N+](=O)[O-])cc2)C(COC(=O)c2ccc([N+](=O)[O-])cc2)O1 (configuration not stated) do in these assays?
HS 578T: 109; LOX IMVI: 103; UACC-257: 92; SK-MEL-28: 101; SK-MEL-5: 96; UACC-62: 98; SK-MEL-2: 127; MALME-3M: 140

Results for O=C(NCCc1c[nH]c2ccccc12)C1CCN(S(=O)(=O)c2ccc3ccccc3c2)CC1 ?
HS 578T: 77; LOX IMVI: 88; SK-MEL-28: 108; SK-MEL-5: 66; UACC-62: 69; SK-MEL-2: 89

Results for O=C1c2ccccc2C(=O)c2c(O)c(Cl)cc(O)c21 ?
HS 578T: 106; LOX IMVI: 51; UACC-257: 58; SK-MEL-28: 103; SK-MEL-5: 108; UACC-62: 81; SK-MEL-2: 124; MALME-3M: 71

Results for O=C(O)C(=Cc1ccco1)C(=O)O ?
HS 578T: 109; LOX IMVI: 93; UACC-257: 107; SK-MEL-28: 119; SK-MEL-5: 110; UACC-62: 111; SK-MEL-2: 107

How did N/C(=N\C(N)=N\c1nc2ccccc2s1)c1ccc2c(c1)OCO2 do in these assays?
HS 578T: 87; LOX IMVI: 60; UACC-257: 108; SK-MEL-28: 101; SK-MEL-5: 101; UACC-62: 91; SK-MEL-2: 103; MALME-3M: 93

What do the screens show for `CCSc1nc2nc[nH]c3nc(=N)nc([nH]1)c23`?
HS 578T: 93; LOX IMVI: 99; UACC-257: 95; SK-MEL-28: 102; SK-MEL-5: 101; UACC-62: 93; SK-MEL-2: 101; MALME-3M: 92

How did COc1ccc2sc3cccc(NCCN(C)C)c3c(=O)c2c1 do in these assays?
HS 578T: 9.0*!; LOX IMVI: -91*!; UACC-257: -83*; SK-MEL-28: -81*!; SK-MEL-5: -98*!; UACC-62: -96*!; SK-MEL-2: 71&77; MALME-3M: -90*!

How did ClC1=C2C=CC=CC2C(Cl)(c2ccccc2)C2C1=C(Cl)c1ccccc1C2(Cl)c1ccccc1 (configuration not stated) do in these assays?
HS 578T: 120; LOX IMVI: 96; UACC-257: 100; SK-MEL-28: 105; SK-MEL-5: 106; UACC-62: 95; SK-MEL-2: 102; MALME-3M: 113

What do the screens show for `CCSc1nc2scc(C)c2c(=O)[nH]1`?
HS 578T: 95; LOX IMVI: 100; UACC-257: 105; SK-MEL-28: 105; SK-MEL-5: 100; UACC-62: 94; SK-MEL-2: 105; MALME-3M: 106

How did CC1SC(c2ccccc2)N(CCc2cccs2)C1=O (configuration not stated) do in these assays?
HS 578T: 70; LOX IMVI: 54; UACC-257: 39; SK-MEL-28: 91; SK-MEL-5: 33; UACC-62: 55; SK-MEL-2: 81; MALME-3M: 83

How did CN(C)C(=S)SCC(N)=O do in these assays?
HS 578T: 91; LOX IMVI: 102; UACC-257: 96; SK-MEL-28: 94; SK-MEL-5: 104; UACC-62: 92; SK-MEL-2: 115; MALME-3M: 90

Screening data (PubChem BioAssay)
